Screening data (PubChem BioAssay)
IAP activation: activators of mouse IAP, confirmation, biochemical, luminescence, single concentration (AID 434970); 11,000 compounds, 2.9% hits; purified mouse IAP, CDP-Star luminescence, 30 min; hits give low values; activity change, negative = activation, % at 10 µM; in the data active means activity change below about -85%;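 further: percent relative to enzyme plus DMSO wells and wells without enzyme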
IAP activation Fold change: also measured in IAP activation; calls as there; activation factor; measured here: IAP activation factor; hits give high values;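 fold luminescence change scaled to plate control wells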
* = called active by the depositor.

SMILES | IAP activation | IAP activation Fold change
COC(=O)C(C)N1C(=O)S/C(=C/c2cc(C)n(C(C)C)c2C)C1=O (stereo unspecified) | 20 | 0.8
COC(=O)Cn1cnc2c(Cl)nc(F)nc21 | -4 | 1
COC(=O)C1=C(C)OC(N)=C(C#N)C1c1ccc(OC)c(CSc2ccccn2)c1 (stereo unspecified) | 6 | 0.94
O=[N+]([O-])c1ccc2n[nH]nc2c1 | -2 | 1
Cn1ncc(C#N)c1/N=C/N1CCOCC1 | -5 | 1
CCCC1=NN2C(=N)/C(=C\c3ccc(SCc4ccco4)o3)C(=O)N=C2S1 | 70 | 0.3
CCCNC(=O)COC(=O)CCC(=O)c1ccc(F)cc1 | 0 | 1
CC(=O)Nc1ncc2c(n1)CC(c1ccco1)CC2=O (stereo unspecified) | -2 | 1
Cc1sccc1C1C(C#N)=C(N)SC(N)=C1C#N | 9 | 0.91
COc1cc(/C=C/C(=O)/C=C(O)/C=C/c2ccc(O)c(OC)c2)ccc1O | 53 | 0.47
CC(C)n1cc(/C=C2/NC(=O)N(c3cccc(Cl)c3)C2=O)c2ccccc21 | 13 | 0.87
CCn1c(SCC(=O)O)nnc1-c1ccccc1 | -1 | 1

Retrieved by structure from the entries so far, 2 records:
SMILES | IAP activation | IAP activation Fold change
COC(=O)C1=C(C)OC(N)=C(C#N)C1c1ccc(OC)c(CSc2ccccn2)c1 (stereo unspecified) | 6 | 0.94
COC(=O)Cn1cnc2c(Cl)nc(F)nc21 | -4 | 1

Going on with the list.
SMILES | IAP activation | IAP activation Fold change
COc1ccc(-c2noc(CCC(=O)N3CCN(c4ccc(C(F)(F)F)cc4)CC3)n2)cc1 | -5 | 1
O=C(Nc1cccc(F)c1)C1CC(=O)N(c2ccc(Cl)cc2)C1 (stereo unspecified) | -7 | 1.1
C[C@H](CO)N1C[C@H](C)[C@H](CN(C)Cc2ccc(Oc3ccccc3)cc2)Oc2ccc(NC(=O)Nc3cccc4ccccc34)cc2CC1=O | -103* | 2*
CN(CC(=O)NCc1cccs1)S(=O)(=O)c1cccc2nsnc12 | 14 | 0.86
Cc1ccc(CC(=O)OCC(=O)NC2CCCC(C)C2C)cc1C (stereo unspecified) | 5 | 0.95
Cc1ccc(C)c(N2CCN(C(=O)CCc3nc(-c4cccc(C(F)(F)F)c4)no3)CC2)c1 | 10 | 0.9
COc1ccccc1C1N(c2ccc(F)cc2)C(=O)C2CCCN21 (stereo unspecified) | -3 | 1
Cc1cc(C)c2c(n1)sc1c(=O)[nH]c(SCc3ccccc3)nc12 | 20 | 0.8
C=CCN1C(=O)N(/C=C/C)c2cccc3cccc1c23 | 6 | 0.94
O=C(NCCc1ccc(Cl)cc1)c1cccnc1 | 4 | 0.96
CC(=O)Nc1ccc(-n2nnnc2SCC(=O)N2CCN(C(=O)c3ccco3)CC2)cc1 | 0 | 1
CN(C)c1ccc(NC(=O)CSc2nc3ccccc3c(=O)n2C2CCCCC2)cc1 | 9 | 0.91
COc1cc2c(cc1NC(=O)c1cncc(Br)c1)oc1ccccc12 | 5 | 0.95
CCc1nnc(SCC(=O)NC2CCCCC2)nc1CC | 8 | 0.92
COc1cc(Cn2c(=O)oc3ccc(C)cc32)ccc1OC(C)C | 2 | 0.98
CC(c1ccco1)N(C(=O)CSc1ccc(Br)cc1)c1ccccn1 (stereo unspecified) | 0 | 1
O=C1c2ccccc2C(=O)N1CCCc1cn(C[C@H]2CC[C@H](Cn3cc(CCCN4C(=O)c5ccccc5C4=O)nn3)O2)nn1 | -11 | 1.1
CCN1CC2([N+](=O)[O-])C=CC(=O)C([N+](=O)[O-])(C1)C2CC(=O)c1ccccc1 (stereo unspecified) | 16 | 0.84
Cc1ccc(NC(=O)CC2S/C(=N/c3nccs3)N(C)C2=O)cc1C (stereo unspecified) | 12 | 0.88
O=C(Nc1nnc(SCc2ccc(F)cc2)s1)C1Cc2ccccc2CN1C(=O)c1ccco1 (stereo unspecified) | 11 | 0.89
O=C(NC1CCCCC1)C(c1ccncc1)N(CC1CCCO1)C(=O)C(F)(F)F (stereo unspecified) | -5 | 1
CCc1ccccc1N(CC(=O)O)S(C)(=O)=O | 0 | 1
CCOc1ccccc1C(=O)Nc1ccc2nc(N3CCN(c4ncccn4)CC3)cc(C)c2c1 | -1 | 1
Cc1ccc(S(=O)(=O)N2C[C@@H]3[C@H]4CC[C@H](C4)[C@@H]3[C@@H](C)C2CC(=O)c2ccccc2)cc1 (stereo partly specified) | 4 | 0.96
COc1cc(/C=C2/S/C(=N/S(=O)(=O)c3ccccc3)NC2=O)c([N+](=O)[O-])cc1OC | 24 | 0.76
CC(=O)Nc1ccc(S(=O)(=O)Nc2ccc(S(=O)(=O)N3CCCCCC3)cc2)cc1 | 2 | 0.98
COc1ccc(C(=O)NNC(=S)NC(=O)c2cc(-c3ccccc3)nc3ccccc23)cc1 | 15 | 0.85
O=C(O)CNS(=O)(=O)c1ccc2c3c(cccc13)C(=O)N2 | 49 | 0.51
CCOC(=O)CSc1nnc(CNC(=O)c2ccc(OC)cc2)n1-c1ccc(OC)cc1 | -8 | 1.1
O=C(O)c1cc(-c2ccccc2)n(-c2ccccc2)n1 | -7 | 1.1
Cc1c(Br)c(O)c(Br)c2sc(=O)oc12 | 65 | 0.35
COC(=O)C1(C)NC(c2cccs2)C2C(=O)N(c3ccccc3F)C(=O)C21 (stereo unspecified) | -10 | 1.1
O=C(COc1ccccc1)NCCc1nc2ccccc2[nH]1 | 8 | 0.92
Cc1nn(C)c(Oc2ccccc2)c1CCNS(=O)(=O)c1ccccc1 | 6 | 0.94
COCCn1c(C)cc(C(=O)CSc2ccc(NC(C)=O)cc2)c1C | 13 | 0.87
O=C(CN1CCCC1)Nc1ccc(-c2nc3cc(NC(=O)CN4CCCC4)ccc3o2)cc1 | 1 | 0.99
CCCN1Cc2cc(OC)ccc2-c2ccccc2S1(=O)=O | -13 | 1.1
COc1ccc(-c2cc(C(F)(F)F)nc(NC3CCCC3)n2)cc1OC | 6 | 0.94
Cc1c(NC(=O)c2cc3ccccc3o2)c(=O)n(-c2ccccc2)n1C | -4 | 1
Cc1cccc(OCC(=O)Nc2ccc3c(c2)nc(CCN2CCN(C)CC2)n3C)c1 | -2 | 1
CC[C@@H](C)[C@H](N)C(=O)NC[C@H]1O[C@@H](n2cnc3c(N)ncnc32)[C@H](O)[C@@H]1O | -10 | 1.1
Cc1ccc(-n2c(SCc3ccc(C#N)cc3)nnc2-c2ccccn2)cc1 | 3 | 0.97
CC(=O)Nc1ccc(S(=O)(=O)N2CCC(N(C)CCC(C)C)CC2)cc1 | 2 | 0.98
O=C(CN1CCCCCCC1)N/N=C/c1ccc(F)c(F)c1 | 0 | 1
COCCCNC(=O)C[C@H]1C[C@H](C(=O)N(C(C)C)C(C)C)[C@@]2(C)c3[nH]c4ccc(Cl)cc4c3CCN2C1=O | -12 | 1.1
CNC(=O)CN1C(=O)NC2(CCc3ccccc32)C1=O (stereo unspecified) | -7 | 1.1
O=S(=O)(Nc1ccc(-n2cccc2)cc1)c1ccc(Cl)cc1Cl | 10 | 0.9
Cc1ccc(-n2nc(C)c3c(-c4cccs4)c(C#N)c(N)nc32)cc1 | -6 | 1.1
O=C(NCCOc1nc(N2CCOCC2)nc(N2CCOCC2)n1)Nc1ccccc1 | -3 | 1
O=C(CS(=O)(=O)Cc1ccccc1)N1CCc2ccccc2C1 | -74 | 1.7
CC(=O)NC1C(=O)N(CCc2ccccc2)c2ccccc21 (stereo unspecified) | 5 | 0.95
COc1ccc(CN2C[C@H]3CCCN3c3cc(Br)ccc3S2(=O)=O)cc1 | 0 | 1
O=C(O)c1cccn2c(=O)c3ccccc3nc12 | -3 | 1
COc1ccc2c(c1OC)C(=O)OC2CC(=O)O (stereo unspecified) | -20 | 1.2
Nc1nc2ccccc2n1C(=O)CCc1ccccc1 | 13 | 0.87
Cc1c(C(=O)N2CCOCC2)oc2ccc(S(=O)(=O)N3CCCCCC3)cc12 | 3 | 0.97
COC(=O)CN(c1ccc(C)c(Cl)c1)S(C)(=O)=O | -9 | 1.1
CCOC(=O)N1CCN(C(=O)C(CC(C)C)NC(=O)C2CCCCC2)CC1 (stereo unspecified) | 3 | 0.97
CCOC(=O)/C(C#N)=C/c1ccc(OCC(=O)Nc2ccccc2)c(OC)c1 | -3 | 1
CCCCCCC(c1c(C)n(C)n(-c2ccccc2)c1=O)c1c(C)n(C)n(-c2ccccc2)c1=O | -9 | 1.1

Entries of single compounds, looked up by structure. Screens in order: IAP activation	IAP activation Fold change
Record of CCCCCCC(c1c(C)n(C)n(-c2ccccc2)c1=O)c1c(C)n(C)n(-c2ccccc2)c1=O → -9	1.1
Record of CC[C@@H](C)[C@H](N)C(=O)NC[C@H]1O[C@@H](n2cnc3c(N)ncnc32)[C@H](O)[C@@H]1O → -10	1.1
Record of CCN1CC2([N+](=O)[O-])C=CC(=O)C([N+](=O)[O-])(C1)C2CC(=O)c1ccccc1 (stereo unspecified) → 16	0.84

Going on with the list.
SMILES | IAP activation | IAP activation Fold change
Cc1nnc(SCC(=O)NCc2ccco2)[nH]c1=O | 20 | 0.8
COc1ccc(-c2nnn(CC(=O)NC3CCCc4ccccc43)n2)cc1OC (stereo unspecified) | -6 | 1.1
CCC(C)(C)NC(=O)C(c1ccccc1)N(C(=O)c1csnn1)C1CC1 (stereo unspecified) | 1 | 0.99
CCOc1ccc(OCC)c(NC(=O)C2CCCN(S(=O)(=O)c3c(C)noc3C)C2)c1 (stereo unspecified) | 7 | 0.93
CCn1nc(C)c(Oc2ccccc2O)c1C | 6 | 0.94
N#Cc1ccc(CSc2nnc(-c3ccccn3)n2-c2ccc(Cl)cc2)cc1 | -9 | 1.1
O=S(=O)(NCc1ccccc1Cl)c1cnc[nH]1 | 2 | 0.98
COC(=O)[C@H](Cc1ccccc1)NC(=O)Cn1cnc2c(NCc3ccccc3)ncnc21 | -3 | 1
Fc1ccc2[nH]c3c(NCCN4CCOCC4)ncnc3c2c1 | -7 | 1.1
O=C1C=C(c2ccccc2)C[C@H](c2cccs2)[C@H]1n1cnc([N+](=O)[O-])c1 | 9 | 0.91
CC(=O)Nc1ccc(-c2nnc(SCC(=O)Nc3ccc4c(c3)oc3ccccc34)n2C)cc1 | -12 | 1.1
COc1cc2c(C(=O)N3CCN(c4cccc(Cl)c4)CC3)cn(CC(C)C)c(=O)c2cc1OC | 2 | 0.98
COc1ccccc1C(=O)Nc1ccc(C(=O)O)cc1 | 8 | 0.92
Cc1cccc(C)c1NC(=O)CS(=O)CC(=O)NC1CCCc2ccccc21 (stereo unspecified) | -11 | 1.1
O=C(CN1C(=O)CC(c2ccccc2)=Nc2ccccc21)NC1CCCCC1 | 2 | 0.98
COc1cc(CC(=O)NCCc2ccc(S(N)(=O)=O)cc2)cc(OC)c1OC | 7 | 0.93
CN(C)CCCNS(=O)(=O)c1ccc(Oc2ncc(C(F)(F)F)cc2Cl)cc1 | -2 | 1
Cc1nnc(SCc2ccc(Cl)cc2)n1CC1CCCO1 (stereo unspecified) | 2 | 0.98
O=C(CSc1nc(O)c(Cc2ccccc2F)c(=O)[nH]1)N1CCCCCC1 | -8 | 1.1
Cn1nc([N+](=O)[O-])nc1Sc1nnc(-c2ccccc2)o1 | 7 | 0.93
N#CCSc1nc2c(c(=O)n1Cc1ccco1)C1(CCCC1)Cc1ccccc1-2 | 4 | 0.96
O=C(CCn1nc(-c2ccccc2)c2ccccc2c1=O)N1CCN(c2ccccc2)CC1 | 6 | 0.94
Cc1ccc(S(=O)(=O)N2CCN(C(=O)CN3CCCCC3)C2)cc1 | 5 | 0.95
CCOC(=O)N1CCC(NC(=O)CCS(=O)(=O)c2ccc3c(c2)CCN3C(=O)CC)CC1 | -7 | 1.1
CC(=O)Nc1cccc2c1OCCO2 | 1 | 0.99
Cc1ccc(NC(=O)C2C(c3ccccc3)C2(Cl)Cl)c(C)c1 (stereo unspecified) | -59 | 1.6
CC[C@]1(C(=O)OC)[C@H]2C(=O)N(Cc3ccccc3)C(=O)[C@H]2[C@H]2CN=C(SCc3ccccc3)N21 | -2 | 1
Oc1cccc(C(=S)N2CCN(Cc3ccccc3)CC2)c1 | 11 | 0.89
Cc1ccc(NC(=O)Nc2ccc(F)c(Cl)c2)cc1 | -35 | 1.4
Cc1oc(-c2ccccc2F)nc1CN1CCC(C(=O)NC2CCCc3ccccc32)CC1 (stereo unspecified) | -12 | 1.1
CCOC(=O)c1ccc(NC(=O)CCc2nc(-c3ccccc3Cl)no2)cc1 | 4 | 0.96
CCCCNS(=O)(=O)c1ccc(Br)cc1N1CCC[C@H]1CO | 1 | 0.99
CCOc1ccc(CNC(=O)CCCOc2cc(=O)n(C)c3ccccc23)cc1 | 10 | 0.9
Nc1cc(=O)nc(SCC(=O)NCc2ccccc2)n1CCc1ccccc1 | 8 | 0.92
O=C1c2ccccc2C(=O)N1CC1c2ccccc2CCN1S(=O)(=O)c1cnc[nH]1 (stereo unspecified) | 11 | 0.89
C=CCNC(=O)c1ccc2c(c1)nnn2C | 2 | 0.98

Arranged by value in IAP activation Fold change (highest first): 3 of the compounds above
SMILES | IAP activation | IAP activation Fold change
O=S(=O)(NCc1ccccc1Cl)c1cnc[nH]1 | 2 | 0.98
CCOC(=O)N1CCN(C(=O)C(CC(C)C)NC(=O)C2CCCCC2)CC1 (stereo unspecified) | 3 | 0.97
CCn1nc(C)c(Oc2ccccc2O)c1C | 6 | 0.94

New compounds follow
SMILES | IAP activation | IAP activation Fold change
COc1nc(-c2ccccc2)ccc1-c1noc(COc2ccccc2)n1 | 18 | 0.82
CN(CC(=O)Nc1ccc(F)c(F)c1)S(=O)(=O)c1cccc2nsnc12 | 7 | 0.93
CC(NC(=S)NCCc1ccccc1)C(c1cccs1)N1CCN(Cc2ccccc2)CC1 (stereo unspecified) | -89 | 1.9
CCSc1nnc(NC(=O)CCNS(=O)(=O)c2cc(Br)cnc2N)s1 | 17 | 0.83
CCN1CCN(c2cc(C)c3cc(NC(=O)c4cncc(Br)c4)ccc3n2)CC1 | -1 | 1
CCN1CCN(Cc2cc(=O)oc3cc4c(cc23)CCC4)CC1 | 2 | 0.98
COc1ccc(CCNC(=O)c2nnn(-c3ccc4c(c3)OCCO4)c2N)cc1OC | -2 | 1
CCS(=O)(=O)N1CCN(C(=O)c2ccc(-c3ccccc3)cc2)CC1 | 5 | 0.95
COC(=O)C(C(C)C)N(Cc1cc(OC)cc(OC)c1)S(=O)(=O)CCl (stereo unspecified) | -12 | 1.1

The list is partial (hit frequency here may not be typical).
